Fam108B inh: mouse Fam108B serine hydrolase inhibitors, primary screen, counter-screen for RBBP9 inhibitor project, biochemical, fluorescence polarization; recombinant Fam108B, FP-Rh probe fluorescence polarization; inhibition, % at 9.51 µM; 0.33% of 300,000 active; AID 1947, 2009;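 active = inhibition above the screen mean inhibition plus 3 SD, computed separately per campaign, cut at about 18% in these data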;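 also: inhibitors lower polarization as less probe binds the enzyme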
LYPLA1 inh: LYPLA1 inhibitors, primary screen, counter-screen for PME1 inhibitor project, biochemical, fluorescence polarization, FP-Rh probe ABPP; recombinant LYPLA1; 0.16% of 320,000 active; AID 2174, 2009; inhibition, % at 5.9 µM; Acyl-protein thioesterase 1 (Homo sapiens), O75608;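 active = inhibition above the mean of all tested compounds plus 3 SD, set per campaign, cut at about 14% in these data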;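 also: inhibitors block serine hydrolase probe labeling of LYPLA1 so polarization falls; 0% = enzyme with DMSO and 100% = wells lacking LYPLA1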
Target sequence (O75608 whole entry, looked up): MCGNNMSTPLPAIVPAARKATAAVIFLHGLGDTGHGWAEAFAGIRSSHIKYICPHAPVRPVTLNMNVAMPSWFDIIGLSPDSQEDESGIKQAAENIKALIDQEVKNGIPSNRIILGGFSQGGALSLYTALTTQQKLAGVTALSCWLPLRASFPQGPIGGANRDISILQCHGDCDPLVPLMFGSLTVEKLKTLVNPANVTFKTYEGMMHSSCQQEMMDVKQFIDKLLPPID
PAFAH2 inh: PAFAH2 enzyme inhibitors, primary screen, biochemical, fluorescence polarization, human. Platelet-activating factor acetylhydrolase 2, cytoplasmic (Homo sapiens), Q99487. recombinant PAFAH2, FP-rhodamine activity probe. inhibition, % at 3.39 µM. 0.99% of 340,000 active. AID 492956, 2010;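 active = inhibition above the mean over all tested compounds plus 3 SD, cut at about 30% in these data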;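 also: inhibitors block probe labeling of enzyme so polarization drops; 0% = enzyme with DMSO and 100% = wells lacking PAFAH2 protein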
pPAFAH inh: pPAFAH enzyme inhibitors, primary screen, biochemical, fluorescence polarization, human; Platelet-activating factor acetylhydrolase (Homo sapiens), Q13093; recombinant pPAFAH, FP-rhodamine probe fluorescence polarization; inhibition, % at 3.39 µM; 1.5% of 330,000 active; AID 463082, 2010;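 active = inhibition above the mean inhibition across the screen plus 3 SD, cut at about 25% in these data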;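 also: inhibitors block binding of the rhodamine activity-based probe so polarization drops; 0% = enzyme with DMSO and 100% = wells lacking pPAFAH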
PAD4 inh: human PAD4 inhibitors, primary screen, biochemical, fluorescence polarization, 1536-well format. AID 485272, 2010. Protein-arginine deiminase type-4 (Homo sapiens), Q9UM07. recombinant PAD4, RCA probe fluorescence polarization. inhibition, % at 6.36 µM. 0.41% of 330,000 active;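 active = percent inhibition above a cutoff equal to the mean of all tested compounds plus 3 SD, cut at about 15% in these data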;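 also: 0% = PAD4 with RCA probe and DMSO and 100% = probe without PAD4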
Target sequence (Q9UM07 whole entry, looked up): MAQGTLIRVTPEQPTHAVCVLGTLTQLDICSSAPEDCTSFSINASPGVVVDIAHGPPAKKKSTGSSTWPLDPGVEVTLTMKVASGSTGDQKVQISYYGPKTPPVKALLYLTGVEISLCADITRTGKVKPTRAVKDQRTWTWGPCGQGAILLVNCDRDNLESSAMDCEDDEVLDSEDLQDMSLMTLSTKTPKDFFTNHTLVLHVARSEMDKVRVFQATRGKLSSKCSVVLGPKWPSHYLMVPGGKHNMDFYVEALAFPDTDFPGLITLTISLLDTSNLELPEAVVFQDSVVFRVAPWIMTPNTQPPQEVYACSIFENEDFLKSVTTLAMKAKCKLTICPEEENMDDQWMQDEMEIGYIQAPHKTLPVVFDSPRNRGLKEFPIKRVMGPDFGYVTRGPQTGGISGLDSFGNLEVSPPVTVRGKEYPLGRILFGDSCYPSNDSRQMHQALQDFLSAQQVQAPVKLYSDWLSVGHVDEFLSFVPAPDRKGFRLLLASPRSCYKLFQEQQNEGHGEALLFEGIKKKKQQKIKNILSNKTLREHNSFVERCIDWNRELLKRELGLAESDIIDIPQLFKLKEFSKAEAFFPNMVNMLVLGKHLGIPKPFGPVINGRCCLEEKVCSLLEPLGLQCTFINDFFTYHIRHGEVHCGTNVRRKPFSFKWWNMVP
GSTO1 counter: inhibitors of recombinant GSTO1, primary screen, counter-screen for RBBP9 inhibitor project, biochemical, fluorescence polarization; activity-based probe fluorescence polarization; inhibition, % at 5.96 µM; 1.1% of 300,000 active; AID 1974, 2009;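 active = inhibition above the campaign mean inhibition plus 3 SD, cut at about 35% in these data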;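 also: 0% = GSTO1-1 with DMSO and 100% = wells lacking GSTO1-1 enzyme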
PME-1 inh: PME-1 inhibitors via competitive probe labeling, primary screen, biochemical, fluorescence polarization, FP-Rh probe, HTS. Protein phosphatase methylesterase 1 (Homo sapiens), Q9Y570. recombinant PME-1. inhibition, % at 5.9 µM. 0.53% of 320,000 active. AID 2130, 2009;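 active = inhibition above the campaign mean of all compounds plus 3 SD, cut at about 26% in these data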;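 also: competitive labeling of PME-1 active site by serine hydrolase directed probe; 0% = PME-1 with DMSO and 100% = wells lacking PME-1 enzyme; inhibitors block probe labeling so polarization falls and inhibition rises; many of its hits are not listed in these tables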
PAFAH1B2 FP inh: PAFAH1B2 enzyme inhibitors, primary screen, biochemical, fluorescence polarization, human; recombinant PAFAH1B2, FP-rhodamine activity probe; inhibition, % at 3.39 µM; 1.2% of 340,000 active; AID 492953, 2010;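 active = inhibition above the mean of all tested compounds plus 3 SD, cut at about 24% in these data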;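 also: 0% = enzyme with DMSO and 100% = wells lacking PAFAH1B2; many of its hits are not listed in these tables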
PAFAH1B3 inh: PAFAH1B3 enzyme inhibitors, primary screen, biochemical, fluorescence polarization, human; recombinant PAFAH1B3, FP-rhodamine probe; AID 492972, 2010; inhibition, % at 3.39 µM; 0.28% of 340,000 active; Platelet-activating factor acetylhydrolase IB subunit alpha1 (Homo sapiens), Q15102;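 active = inhibition above the screen-wide average of all tested compounds plus 3 SD, cut at about 25% in these data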;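 also: 0% = enzyme with DMSO only and 100% = wells lacking PAFAH1B3 protein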
* = called active by the depositor; x = not tested or not shown; & = joins results of further samples. Only part of the results is shown (hit frequency here may not be typical).

(1) COc1ccccc1Nc1nnc(SCC(=O)N2CCCC2)s1
(2) COc1cc(/C=N/NC(=O)C[n+]2ccccc2)cc(OC)c1OC
(3) CC(=O)c1cnc(Nc2nc(C)c3ccccc3n2)nc1C
(4) Cc1ccc(C(=O)N/C(=C/c2cccc([N+](=O)[O-])c2)C(=O)NCC2CCCO2)cc1 (centres undefined)
(5) CCN(CC)CCNC(=O)c1ccc(NC(=O)C2CC(=O)N(CCc3ccc(OC)c(OC)c3)C2)cc1 (centres undefined)
(6) Cc1ccccc1NC(=O)Nc1nnc(Cc2ccc([N+](=O)[O-])cc2)s1
(7) CC(C)CC(c1nnnn1Cc1ccc(F)cc1)N1CCC(C(N)=O)CC1 (centres undefined)
(8) CNCCCOc1ccc(C)cc1Br
assay / entry	1	2	3	4	5	6	7	8
Fam108B inh	2	2	5	1	x	-29	3	1
LYPLA1 inh	1	-5	-1	3	-4	-7	-3	4
PAFAH2 inh	10	-3	x	3	5	-8	2	0
pPAFAH inh	2	4	4	6	0	3	0	0
PAD4 inh	4	-2	0	-4	-6	2	3	0
GSTO1 counter	-3	2	-2	1	x	-6	-6	4
PME-1 inh	3	-2	3	3	-4	-21	0	-12
PAFAH1B2 FP inh	5	7	x	0	6	-11	3	0
PAFAH1B3 inh	1	5	x	3	8	-15	2	4

(9) CCC(C(=O)Nc1cccc(C(=O)O)c1C)c1ccccc1 (centres undefined)
(10) CC(C)Oc1ccc(C2c3c(oc4ccccc4c3=O)C(=O)N2CCCN2CCOCC2)cc1 (centres undefined)
(11) CCC(CC(C)(C)O)C(=O)NNC(=S)Nc1ccccc1 (centres undefined)
(12) CC1(C)C([N+](=O)[O-])C(c2ccccc2O)NC(c2ccccc2O)C1[N+](=O)[O-] (centres undefined)
(13) CCN1CCN(CC(O)COc2ccc(C)c(C)c2)CC1 (centres undefined)
(14) Cc1c(C(=O)OCC(=O)NCc2ccco2)cccc1[N+](=O)[O-]
(15) CC(C)C(=O)N(Cc1ccc2c(c1)OCO2)Cc1ccccn1
(16) O=C(NNC(=S)Nc1ccccc1)c1ccccc1[N+](=O)[O-]
assay / entry	9	10	11	12	13	14	15	16
Fam108B inh	2	3	-3	2	1	x	-4	0
LYPLA1 inh	1	-2	2	0	0	-1	-2	1
PAFAH2 inh	11	2	-1	0	-2&4	3	-6	-1
pPAFAH inh	3	5	0	0	0	4	-1	0
PAD4 inh	-2	-1	-3	-2	1	1	-5	-3
GSTO1 counter	-3	3	5	3	5	x	9	-4
PME-1 inh	-1	-4	3	-3	-1	-1	-1	-3
PAFAH1B2 FP inh	2	2	-2	5	7&5	0	3	-2
PAFAH1B3 inh	6	5	1	2	3&7	0	8	1

The final four entries of the section before come first, to join the parts:
(13) CCN1CCN(CC(O)COc2ccc(C)c(C)c2)CC1 (centres undefined)
(14) Cc1c(C(=O)OCC(=O)NCc2ccco2)cccc1[N+](=O)[O-]
(15) CC(C)C(=O)N(Cc1ccc2c(c1)OCO2)Cc1ccccn1
(16) O=C(NNC(=S)Nc1ccccc1)c1ccccc1[N+](=O)[O-]
(17) CC1=C(C(N)=O)S(=O)(=O)c2ccccc21
(18) COc1ccc(-c2nonc2NC(=O)c2oc3ccc(F)cc3c2C)cc1OC
(19) Cc1nc(C)c(Oc2cccc(C(F)(F)F)c2)c(=O)[nH]1
(20) COc1ccc(NC(=O)C(C)Sc2ccccc2)cc1 (centres undefined)
(21) O=C(Nc1ccc(S(=O)(=O)NCC2CCCO2)cc1)c1cnccn1 (centres undefined)
(22) Cc1ccccc1C(=O)Nc1ccccc1NC(=O)c1ccccc1Br
(23) CCC(C)(C)NC(=O)C(c1ccc(C)cc1)N(CC1CCCO1)C(=O)c1csnn1 (centres undefined)
(24) Cc1ccc(C(=O)CCC(=O)OCC(=O)NNC(=O)c2ccccc2Cl)cc1
assay / entry	13	14	15	16	17	18	19	20	21	22	23	24
Fam108B inh	1	x	-4	0	3	4	1	0	0	-1	0	x
LYPLA1 inh	0	-1	-2	1	3	1	-1	0	7	-1	0	4
PAFAH2 inh	-2&4	3	-6	-1	-1	-4	-4	0	5	-1	2	6
pPAFAH inh	0	4	-1	0	4	-1	3	-5	2	1	-2	18
PAD4 inh	1	1	-5	-3	8	-7	-6	-1	2	-1	-2	-8
GSTO1 counter	5	x	9	-4	2	4	5	5	-3	-3	0	x
PME-1 inh	-1	-1	-1	-3	2	11	1	-3	0	-2	-10	2
PAFAH1B2 FP inh	7&5	0	3	-2	2	1	-1	3	6	5	0	-2
PAFAH1B3 inh	3&7	0	8	1	-4	3	-1	4	3	10	7	6

(25) CCCn1c(N)c(N(CCOC)C(=O)c2ccc(Cl)c([N+](=O)[O-])c2)c(=O)[nH]c1=O
(26) CCOc1ccc2c(c1)cc(CN(C(=O)CC)C1CCCCC1)c1nnnn12
(27) COc1ccc(-c2cnnc(N/N=C/c3ccc(O)c(OC)c3)n2)cc1
(28) CC(Sc1nnc(-c2ccco2)n1C)C(=O)N(C)C1CCCCC1 (centres undefined)
(29) CC(=O)c1cccc(-n2nnnc2SCC(=O)NNC(=O)C(C)C)c1
(30) O=C(NC(=S)Nc1ccccc1O)c1cncc(Br)c1
(31) CCOC(=O)[C@@H]1[C@H]2COc3cc(OC)ccc3[C@@H]2N2C(=O)N(c3ccc(Cl)cc3)C(=O)[C@@]12C
(32) CCc1n(CC(O)COC2CCCCC2)c2ccccc2[n+]1C (centres undefined)
assay / entry	25	26	27	28	29	30	31	32
Fam108B inh	-2	-3	10	3	-4	4	-6	5
LYPLA1 inh	-2	1	0	-2	3	-4	0	1
PAFAH2 inh	-13	9	-1	0	0	-6	1	-10
pPAFAH inh	3	-5	8	2	6	5	-3	0
PAD4 inh	6	-7	0	3	-4	0	-4	0
GSTO1 counter	5	-4	-4	0	5	0	9	1
PME-1 inh	8	4	20	0	-4	4	3	-1
PAFAH1B2 FP inh	-1	4	5	1	2	-2	-2	0
PAFAH1B3 inh	1	6	5	0	-1	-5	11	-3

A second format for some results above:
Second line of a record – Fam108B inh	LYPLA1 inh	PAFAH2 inh	pPAFAH inh	PAD4 inh	GSTO1 counter	PME-1 inh	PAFAH1B2 FP inh	PAFAH1B3 inh
31	CCOC(=O)[C@@H]1[C@H]2COc3cc(OC)ccc3[C@@H]2N2C(=O)N(c3ccc(Cl)cc3)C(=O)[C@@]12C
    -6	0	1	-3	-4	9	3	-2	11
27	COc1ccc(-c2cnnc(N/N=C/c3ccc(O)c(OC)c3)n2)cc1
    10	0	-1	8	0	-4	20	5	5
30	O=C(NC(=S)Nc1ccccc1O)c1cncc(Br)c1
    4	-4	-6	5	0	0	4	-2	-5

(more compounds)
(33) Cc1ccc(-n2ncc3c2ncn2c(C)nnc32)cc1C
(34) CCOC(=O)C1=C(N2CCCCC2)c2cc3c(n2C1=O)CCCC3
(35) CCCC[n+]1ccn(C2=C([O-])c3ccccc3C(=O)/C2=N\S(=O)(=O)c2ccccc2)c1
(36) NC(=O)C1CCN(C(=O)c2cc(Cl)c3c(c2)OCCO3)CC1
(37) COc1ccc(N2CCN(C(=O)c3cccc(NC(=O)c4ccco4)c3)CC2)cc1
(38) Cc1[nH]c2ccccc2c1C(=O)COC(=O)c1c(-c2ccccc2)noc1C
(39) CCOC(=O)Cn1nnnc1CN(Cc1ccc(OC)cc1)Cc1cc2cc(C)cc(C)c2[nH]c1=O
(40) CCC(=O)N(Cc1cc2cc(OC)ccc2[nH]c1=O)c1cccc(C)c1
assay / entry	33	34	35	36	37	38	39	40
Fam108B inh	-2	3	0	x	1	-6	3	-2
LYPLA1 inh	-2	3	3	x	-1	-17	0	5
PAFAH2 inh	4	5	10	3	0	1	0	-9
pPAFAH inh	0	8	-4	-3	4	-8	-1	0
PAD4 inh	-4	-6	-1	-2	-8	4	0	-4
GSTO1 counter	-4	5	68*	x	5	-10	6	2
PME-1 inh	-6	0	9	x	4	-5	1	-1
PAFAH1B2 FP inh	6	0	13	5	5	-4	5	-2
PAFAH1B3 inh	14	6	36*	4	7	-11	3	6

(41) CCOC(=O)c1c(-c2ccccc2)oc2ccc(O)c(CN3CCOCC3)c12
(42) C/C(N)=C(/C#N)C(=O)CSc1nnnn1-c1ccc(C)cc1
(43) CC(C)(C)OC(=O)NCCCCCNC(=O)c1[nH]cnc1C(=O)Nc1ccccc1
(44) CC(C)NC(=S)NN(c1ccccc1)c1ccccc1
(45) CC(NC(=O)COC(=O)CN1C(=O)c2ccccc2C1=O)c1ccccc1 (centres undefined)
(46) O=C(O)Cn1cc(/C=C2\SC(=O)N(c3ccccc3)C2=O)c2ccccc21
(47) COc1ccc(N(C(=O)c2ccco2)S(=O)(=O)c2ccccc2)cc1
(48) Cc1ccc(/C=C/c2nc3ccccc3s2)s1
assay / entry	41	42	43	44	45	46	47	48
Fam108B inh	-2	3	x	0	x	1	0	1
LYPLA1 inh	-1	-3	-4	-2	x	3	0	0
PAFAH2 inh	2	5	-5	-8	2	9	-11	-11
pPAFAH inh	-1	-4	0	0	4	4	3	2
PAD4 inh	0	-2	0	-4	2	6	-3	-3
GSTO1 counter	0	13	x	5	x	-6	1	2
PME-1 inh	-1	1	-2	-5	x	-23	8	3
PAFAH1B2 FP inh	2	5	7	-2	6	9	0	4
PAFAH1B3 inh	1	10	9	-3	9	11	6	-1

(49) Cc1cccc(C)c1NC(=O)CSCc1cccc(CSCC(=O)Nc2c(C)cccc2C)n1
(50) COc1ccc(C(=O)N=c2sccn2C)cc1
(51) CCOC(=O)N1CCN(c2nc(-c3cccs3)nc3ccccc23)CC1
(52) CCS(=O)(=O)Nc1cc(-c2nc3cccnc3s2)ccc1C
(53) COc1cccc(NC(=O)Nc2cccnc2)c1
(54) CCCCN(CC)C(=O)CSc1nc2n[nH]c(C)c2c(=N)n1-c1cccc(C)c1
(55) CCc1c(C)c2cc(Cl)c(O)c(CN3CCCCC3)c2oc1=O
(56) COc1ccccc1-n1cc(CN2CCN(CC(C)C)C(CCO)C2)cn1 (centres undefined)
(57) [O-][N+]1=C2CCC/C(=N\O)C2=NC12CCCCC2
(58) COc1ccc(OC(=O)NCCc2ccccc2)cc1
assay / entry	49	50	51	52	53	54	55	56	57	58
Fam108B inh	2	0	-5	-3	0	-11	0	5	-2	-3
LYPLA1 inh	0	1	-4	-1	-1	-10	1	0	-1	2
PAFAH2 inh	-2	4	-11	0	-7	1	1	-2	3	1
pPAFAH inh	-2	-8	3	4	3	2	-3	-1	1	2
PAD4 inh	-1	-2	-2	1	4	0	-1	-6	-2	0
GSTO1 counter	0	2	-6	5	3	-8	2	20	6	-2
PME-1 inh	12	5	0	1	1	6	-2	-3	4	-2
PAFAH1B2 FP inh	4	6	3	5	6	11	6	-2	5	6
PAFAH1B3 inh	5	10	-5	1	10	-6	5	5	0	1
